TSHR antag = human thyrotropin receptor antagonism. P16473. TSHR-expressing cells, TSH-stimulated cAMP HTRF, 2 h; stronger effect = lower value. activity change, negative = inhibition, % at 11.5 µM. 330,000 compounds, 0.2% hits;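 active = activity change below a set negative limit, meaning inhibition stronger than a set level, cut at about -70% in these data; inconclusive = activity change between two set negative limits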; also: % is scaled to controls: 0 for no effect and ±100 for the full control effect
Target sequence (P16473 whole entry, looked up): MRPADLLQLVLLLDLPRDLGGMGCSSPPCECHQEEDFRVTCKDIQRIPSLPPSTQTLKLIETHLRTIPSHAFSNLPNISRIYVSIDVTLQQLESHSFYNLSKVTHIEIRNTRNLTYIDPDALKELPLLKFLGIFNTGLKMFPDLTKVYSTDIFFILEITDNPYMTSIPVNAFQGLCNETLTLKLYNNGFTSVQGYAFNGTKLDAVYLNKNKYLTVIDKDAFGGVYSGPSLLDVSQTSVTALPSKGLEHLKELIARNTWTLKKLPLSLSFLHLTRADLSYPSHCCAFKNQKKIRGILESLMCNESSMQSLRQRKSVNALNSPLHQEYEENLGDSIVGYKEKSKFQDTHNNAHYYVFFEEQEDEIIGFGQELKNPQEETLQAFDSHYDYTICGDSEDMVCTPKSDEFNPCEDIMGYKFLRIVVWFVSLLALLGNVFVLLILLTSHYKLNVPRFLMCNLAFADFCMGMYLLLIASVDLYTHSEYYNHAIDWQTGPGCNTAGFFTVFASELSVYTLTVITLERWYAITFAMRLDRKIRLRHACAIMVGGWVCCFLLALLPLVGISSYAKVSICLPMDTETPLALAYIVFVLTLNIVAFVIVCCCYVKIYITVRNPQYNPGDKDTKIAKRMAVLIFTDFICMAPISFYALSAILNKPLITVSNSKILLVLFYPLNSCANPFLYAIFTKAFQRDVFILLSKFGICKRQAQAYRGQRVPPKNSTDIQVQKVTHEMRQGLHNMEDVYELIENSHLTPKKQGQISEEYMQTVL
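Antagonism was scored as loss of TSH-driven cAMP in TSHR cells, stimulated with 4nM TSH (EC80) for 2 hours at 37 deg C and detected by homogeneous HTRF competition immunoassay.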
GALK inh = blocks human galactokinase activity; P51570; Potency, µM (series often up to 57.5 µM), without a hit: at the highest dose activity change, negative = inhibition, usual class: inhibitors; 270,000 compounds, 0.007% hits; Purified GALK, Kinase-Glo residual ATP luminescence; also: potency is read from the fitted curve at half-maximal effect; % is scaled to controls: 0 for no effect and ±100 for the full control effect
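GALK at 5 nM final was combined with compound, 35 uM ATP and 100 uM galactose in HEPES pH8.0 with MgCl2 and DTT. The reaction ran one hour at room temperature before luminescent ATP detection.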
Menin MLL FP TR = displaces Texas Red mutant MLL peptide from human menin; O00255; Menin + Texas Red MLL mutant peptide, fluorescence polarization; Potency, µM (titrated, usually from 61.6 µM), for inactives: top-dose FP activity change, negative = inhibition, most hits filed as inhibitors; 270,000 compounds, 0.23% hits; active = well fitted inhibition curve with a large enough effect in the polarisation, with a control signal flat, not every such curve was filed as active; inconclusive = small, poorly fitted or top-dose-only effect, or effect the other way, or a change in a side signal; inactive = no such curve, though single readings can be large or run the other way; the % refers to the polarisation; also: potency is read from the fitted curve at half-maximal effect; % of control where 0% means no effect; many of its hits are not listed in these tables
Eya2 inh = blocks the phosphatase activity of human Eya2; 330,000 compounds, 0.006% hits; recombinant Eya2, OMFP fluorescence dephosphorylation (OMFP is methylfluorescein phosphate); O00167; Potency, µM (series often up to 76.9 µM), without a hit: top-dose activity, negative = inhibition, actives largely listed as inhibitors; also: potency is read from the fitted curve at half-maximal effect; % is scaled to controls: 0 for no effect and ±100 for the full control effect
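Eya2 protein (added as 0.2 uM solution) was preincubated with compound for 10 min at ambient temperature in 50 mM HEPES pH 7.5, 50 mM NaCl, 5 uM MgCl2, 0.05% BSA, 1 mM DTT. OMFP (added at 50 uM) then reacted 10 min; fluorescence read at 485/525 nm.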
S-ASM inh = human S-ASM enzyme inhibition. P17405. placental ASM, HMU-PC fluorogenic substrate, 60 min. Potency, µM (highest dose often 57.5 µM), for the others: at the top dose activity change, negative = inhibition, usual class: inhibitors. 340,000 compounds, 0.006% hits. AID 504937; also: potency is read from the fitted curve at half-maximal effect
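Fluorogenic HMU-PC substrate (9 uM final) is turned over by placental ASM in 60 min at 37 C after a 10 min compound preincubation. Reaction ended by alkaline stop (pH 10), with fluorescence read at 386/447 nm.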
PKM2 act = increases activity of human pyruvate kinase M2 | P14618 | purified PKM2, Kinase-Glo ATP luminescence, activation; response scale: 0% is enzyme alone, no compound | Potency, µM (top dose mostly 57.5 µM), for inactives: at the highest dose activation, hits mostly activators | 260,000 compounds, 0.34% hits | AID 1631; also: potency is read from the fitted curve at half-maximal effect; % is scaled to controls: 0 for no effect and ±100 for the full control effect; nearly all actives have a fitted effect of over 55% in size
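ATP formation by purified human PK-M2, quantified via coupled luciferase luminescence after 1 h at room temperature with 0.1 mM ADP and 0.5 mM PEP final.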
USP2a inh = USP2a (human) protease inhibition; USP2 core, Ub-CHOP2 coupled fluorogenic reporter, 485/531; 330,000 compounds, 0.01% hits; Potency, µM (top dose mostly 38.3 µM), for inactives: top-dose activity change, negative = inhibition, usual class: inhibitors;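 also: potency is read from the fitted curve at half-maximal effect; plate controls were DMSO wells for no effect and full inhibition by NEM control for full effect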
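Deubiquitinase activity read as fluorescence (485/531 nm) after Ub-CHOP2 cleavage activates the enterokinase reporter on its substrate; USP2 core 10nM, Ub-CHOP2 and substrate 25nM each, 30min compound preincubation then 60min RT; data normalized to NEM, curves fitted.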
hERG WT inh = blocks the wildtype human KCNH2 potassium channel; U2OS, BacMam KCNH2, thallium flux FluxOr; stronger effect = lower value; activity change, % at 1.84 µM; 340,000 compounds, 0.37% hits;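 active = maximum activity change below -70%; inconclusive = maximum activity change between -70% and -50%; inactive = maximum activity change above -50%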; also: % is scaled to controls: 0 for no effect and ±100 for the full control effect
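U2OS cells transduced with wild-type KCNH2 virus are loaded with FluxOr dye for 45 min, and thallium flux is measured in kinetic reads before and after stimulation buffer. Rate constants are normalized to DMSO controls.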
MBNL1 CUG block = blocks human MBNL1 binding to CUG repeat RNA. 280,000 compounds, 0.036% hits. AID 2675. TR-FRET MBNL1-His/biotin-(CUG)12 binding, 665/545 ratio. Potency, µM (highest dose often 57.5 µM), inactives show at the top dose activity change, negative = inhibition, usual class: inhibitors; active = well fitted inhibition curve with a large enough effect in the signal ratio, with a control signal flat, not every such curve was filed as active; inconclusive = small, poorly fitted or top-dose-only effect, or effect the other way, or a change in a side signal; inactive = no such curve, though single readings can be large or run the other way; the % refers to the signal ratio; also: potency is read from the fitted curve at half-maximal effect; % is scaled to controls: 0 for no effect and ±100 for the full control effect
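TR-FRET between His-tagged MBNL1 and biotin-(CUG)12 RNA, detected with Tb anti-His antibody (0.055 ng/ul) and streptavidin-XL665 (5 nM), 60 min at room temperature. Compounds titrated 92 nM to 58 uM; 665/545 nm ratio normalized to buffer and complex controls.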
Mito fusion act = blocks mitochondrial division or promotes mitochondrial fusion | S. cerevisiae fusion-defective mutant growth rescue, CellTiterGlo 48 h | Potency, µM (series often up to 46.1 µM), inactives show top-dose growth rescue (activation), actives largely listed as activators | 320,000 compounds, 0.23% hits;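 also: potency is read from the fitted curve at half-maximal effect; % of control where 0% means no effect; nearly all actives have a fitted effect of over 45% in size; temperature-sensitive fusion mutants such as fzo1-1 at 37 °C on non-fermentable ethanol glycerol medium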
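Read-out: ATP-based luminescence (CellTiterGlo, 10 min ambient) reporting growth of fusion-defective ts yeast after 48 hours at 37C on glycerol/ethanol YPEG medium in the presence of compound.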
BCR signal inh = chronic active BCR signaling inhibition | ABC-DLBCL IkBa-CBG/CBR reporter, luminescence ratio, 4 h | Potency, µM (highest dose often 46.1 µM), for the others: at the highest dose ratio change, negative = lower green/red ratio, hits mostly inhibitors | 340,000 compounds, 0.05% hits; active = well fitted inhibition curve with a large enough effect in the signal ratio, with a control signal flat, not every such curve was filed as active; inconclusive = small, poorly fitted or top-dose-only effect, or effect the other way, or a change in a side signal; the % refers to the signal ratio;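 also: potency is read from the fitted curve at half-maximal effect; plate controls were basal doxycycline-induced cells for no effect and cells given 10 µM MG132 for full effect; MG132 reads +100%, hits lower the ratio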
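Compounds up to 46 uM were incubated four hours with TMD8 cells whose green CBG68 luciferase is fused to IkappaBalpha; red CBR luminescence normalised the signal, and concentration-effect curves were fitted to fusion, red and ratio data.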
An asterisk follows results filed as active; u = inconclusive; x = not tested or not shown; [ ] = remark or other dose. Unless noted, calls follow the shape of the dose curve; as a rule, active = well fitted curve in the direction sought with a large enough effect; inconclusive = small, poorly fitted or top-dose-only effect, or another doubt; inactive = no such curve, though single readings can be large; an effect the other way counts as inactive or inconclusive. The list is partial, so the mix of outcomes need not match the whole.

SMILES	TSHR antag	GALK inh	Menin MLL FP TR	Eya2 inh	S-ASM inh	PKM2 act	USP2a inh	hERG WT inh	MBNL1 CUG block	Mito fusion act	BCR signal inh
COc1cc(CNC2CCCCC2)c(Br)cc1OC1CCCC1	-0.9	7.5%	u	-1.1%	1.1%	0.0%	2.7%	5.3	-6.5%	-0.9%	u
CCOC(=O)NC(=O)/C(N=Nc1ccc(C(F)(F)F)cc1)=C(\C)O	2.5	-0.9%	13.3%	6.7%	-0.3%	2.1%	2.1%	6.9	19.1%	2.0%	0.0%
O=C(O)CC(NC(=O)C12CC3CC(CC(C3)C1)C2)c1ccc(Cl)cc1 (stereo not drawn)	-3.6	1.5%	2.4%	-11.1%	2.5%	x	2.3%	3.0	-3.7%	-3.2%	1.8%
O=C(Nc1ccc(F)cc1F)NC1CCN(S(=O)(=O)c2ccc(F)cc2)CC1	7.8	4.1%	19.1%	-7.5%	-0.1%	6.4%	0.1%	-8.0	4.1%	-8.8%	u
Cc1cccc(-n2c(C)cc(/C=C3\C(=N)N4N=C(CC(C)C)SC4=NC3=O)c2C)c1	-6.9	-4.1%	-0.8%	1.5%	-7.7%	-2.1%	0.8%	15.3	x	0.7%	1.5%
COc1ccc(Cc2nc(-c3ccncc3)no2)cc1	-5.7	6.3%	-12.9%	13.6%	3.0%	13.0%	1.0%	2.2	2.4%	-8.4%	u
CCS(=O)(=O)c1ccccc1C(=O)NC1CCCc2ccccc21 (stereo not drawn)	-8.1	-0.5%	-7.3%	3.8%	3.2%	0.1%	-0.2%	0.4	-2.5%	2.6%	4.5%
O=c1c2ccccc2nnn1CSc1nnnn1-c1ccc(O)cc1	-1.4	8.4%	-21.0%	-1.6%	7.1%	14.1µM*	-3.4%	-6.6	10.7%	-4.4%	u
Cc1ccc(S/C(=N\S(=O)(=O)c2ccc(Cl)cc2)c2ccccc2)cc1	4.4	-2.0%	4.8%	7.9%	-0.9%	-2.9%	-1.7%	-5.7	-9.7%	-4.1%	0.8%
Cc1ccc(S(=O)(=O)N(Cc2ccc(Cl)cc2)c2ccccc2C(=O)NCc2cccnc2)cc1	6.4	0.6%	-8.9%	-17.1%	-1.5%	-4.6%	-0.9%	64.4	x	28.9%	u
CC1Oc2ccccc2N(CC(=O)N(Cc2ccccc2)Cc2ccccn2)C1=O (stereo not drawn)	-5.6	-2.4%	u	8.0%	2.1%	5.2%	-2.8%	-2.9	0.1%	-2.1%	u
CN(CCC#N)CC(=O)Nc1ccc(S(N)(=O)=O)cc1	-5.4	8.0%	5.1%	3.6%	-0.8%	-3.5%	0.0%	0.4	-7.3%	1.2%	0.7%
c1ccc2c(c1)OCC(c1nnc3sc(-c4cnccn4)nn13)O2 (stereo not drawn)	0.6	0.2%	18.2%	-10.4%	-0.8%	-19.4%	-1.0%	10.0	u	17.6%	u
O=C(CSCCO)Nc1ccc([N+](=O)[O-])cc1	8.8	0.7%	-11.6%	-5.1%	-0.2%	5.0%	0.0%	-0.3	u	-4.2%	9.6%
CN(C[C@H](CC1CCCCC1)N(C[C@H](Cc1ccccc1)N(CCc1ccccc1)N=O)N=O)N=O	-1.6	0.8%	2.3%	6.5%	0.8%	-2.1%	2.4%	0.6	2.4%	0.7%	14.2%
O=C(NC(=S)Nc1ccc2c(c1)C(=O)c1ccccc1C2=O)c1ccc(F)cc1	9.3	-1.4%	-6.7%	-8.5%	x	-17.7%	-0.4%	x	x	8.3%	7.3%
CCOc1ccccc1Cn1c(=O)sc2ccccc21	-5.6	0.5%	-4.3%	0.1%	-1.3%	-25.1%	-7.6%	-0.1	-2.1%	13.9%	-0.7%
CC(CCc1ccccc1)NC(=O)COC(=O)c1ccccc1Br (stereo not drawn)	-8.5	-0.4%	-14.3%	-7.3%	-2.8%	x	0.8%	6.5	-8.8%	4.1%	-17.2%
O=C(N/N=C/c1ccc(Br)cc1)c1ccc(Br)o1	-4.8	1.9%	-12.4%	-2.9%	-1.0%	4.3%	4.4%	26.0	u	2.1%	u
CCc1cc(C(=O)NNC(=O)CCN2CCN(c3ccccc3)CC2)sc1C	-15.5	-0.8%	x	-1.3%	4.0%	-9.4%	-1.6%	18.8	6.5%	-4.5%	-0.4%
COC(=O)CCCC(=O)N1CCCC(C(=O)c2ccc(OC)cc2C)C1 (stereo not drawn)	-14.5	-0.6%	u	2.4%	-3.8%	0.3%	1.8%	13.4	u	1.0%	0.4%
Cc1ccccc1-c1nc(P(=O)(c2ccccc2)c2ccccc2)c(N2CCOCC2)o1	5.9	0.3%	x	-16.9%	-3.4%	0.6%	1.7%	-4.1	-6.5%	4.9%	u
CCN(c1ccccc1)S(=O)(=O)c1ccc(C(=O)Oc2ccc(C(C)=O)cc2)cc1	-9.7	0.7%	-6.7%	-3.3%	11.0%	19.5%	-0.5%	-4.8	x	0.1%	2.5%
O=C(Nc1cc(F)ccc1F)C1CCCO1 (stereo not drawn)	3.9	2.1%	12.7%	11.2%	4.7%	-0.5%	1.8%	-26.9	-7.9%	-2.1%	3.1%
CCNS(=O)(=O)c1ccc(CCC(=O)N2CCOCC2)cc1	-4.1	5.4%	-12.6%	-5.2%	5.9%	0.4%	0.1%	-9.0	-0.2%	1.4%	-2.0%
SMILES	TSHR antag	GALK inh	Menin MLL FP TR	Eya2 inh	S-ASM inh	PKM2 act	USP2a inh	hERG WT inh	MBNL1 CUG block	Mito fusion act	BCR signal inh
Cc1ccnc(NC(=O)CNC(=O)c2ccc3c(c2)OCO3)c1	8.3	-0.4%	x	-1.0%	-0.9%	-7.8%	2.2%	4.8	-2.9%	0.8%	-18.6%
Cc1ccc2[nH]c(=O)c3cc(C(=O)NCC4CCCO4)sc3c2c1 (stereo not drawn)	-10.3	6.4%	-9.5%	-20.3%	46.1%[activator]	-1.4%	2.4%	-3.6	0.4%	7.6%	4.1%
Nc1ccccc1-c1nnc2n1CCCCC2	14.1	0.4%	6.5%	1.6%	2.4%	-5.2%	-0.2%	-85.7*	-3.7%	-2.9%	3.0%
CSc1nc2ccc(S(=O)(=O)N(C)C)cc2s1	-0.9	2.1%	-9.2%	-14.0%	3.4%	26.3%	-1.1%	1.6	-2.2%	-0.5%	0.6%
CC1CCCCN1CCNC(=O)C1CCN(S(=O)(=O)c2cccc3nsnc23)CC1 (stereo not drawn)	-5.3	0.9%	x	-5.7%	2.6%	x	2.1%	13.2	u	-0.3%	0.1%
CCOC(=O)C(NC(C)=O)(Nc1ccc(F)cc1)C(F)(F)F (stereo not drawn)	0.1	0.5%	3.2%	-5.2%	4.6%	-1.1%	0.8%	-3.0	-8.8%	-1.6%	-11.0%
Cc1cc(OC(=O)c2ccccc2[N+](=O)[O-])c([N+](=O)[O-])c(=O)[nH]1	1.1	x	1.7%	-14.2%	-0.2%	0.1%	-0.8%	5.2	6.3%	-0.6%	-4.9%
CCCn1c(SCC(=O)Nc2ccc3c(c2)CCC3)n[nH]c1=O	-0.8	0.7%	-4.1%	3.8%	1.9%	-9.8%	0.6%	-25.2	-3.9%	-4.5%	0.0%
CCOc1cc(C(=O)NCCOC)ccc1OC	-2.4	0.0%	12.5%	12.8%	6.1%	-2.5%	0.2%	1.3	3.5%	-2.5%	-0.8%
CCOC(=O)N1CCN(C(=O)C(C)n2nc(C)n3c(cc4sccc43)c2=O)CC1 (stereo not drawn)	8.0	2.1%	1.7%	-1.1%	-1.6%	9.0%	-0.8%	-4.7	-3.4%	3.4%	u
O=C(Nc1cccc(S(=O)(=O)N2CCCCCC2)c1)C1CC(=O)N(c2ccc3c(c2)OCCO3)C1 (stereo not drawn)	-0.8	x	x	-16.8%	1.3%	x	2.9%	2.6	x	0.1%	-11.2%
Cc1ccc(Nc2cc(=O)[nH]c(=O)[nH]2)cc1Cl	7.2	12.1%	13.4%	3.7%	3.0%	2.1%	2.1%	2.6	-7.7%	0.2%	5.2%

Source: PubChem
